LEDGF integ inh: blocks HIV-1 LEDGF/p75-dependent DNA integration; AID 743269; 0.64% of 370,000 active; inhibition, % at 3.7 µM; TR-FRET IN-LEDGF/p75 DNA integration, Eu/Cy5;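 active means inhibition above the screen-wide mean plus 3 SD, cut at about 13% in these data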;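 further: signal is the Cy5 over europium emission ratio at 671 and 618 nm; 0% = plate median of compound wells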
PRMT1 inh: PRMT1 (human) inhibition, primary screen; Q99873; 1.3% of 370,000 active; AID 652257; inhibition, % at 2.79 µM; recombinant PRMT1, activity-based probe fluorescence polarization;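 active means inhibition above about 21% made by adding two undisclosed values, limit read from the data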
TDP2 inh: TDP2 (human) inhibition, absorbance primary screen; recombinant TDP2, T5PNP hydrolysis, p-nitrophenol absorbance 415 nm; inhibition, % at 12.8 µM; 0.34% of 370,000 active;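 active means inhibition above the mean of all tested compounds plus 3 SD, set per campaign, cut at about 25% in these data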;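 further: 0% = DMSO with enzyme and 100% = buffer with substrate but no TDP2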
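Assay system: Recombinant human TDP2 | Quantity: 120 nM TDP2 per well | Incubation: 2 h at 37 °C | Signal: Epi absorbance | Evaluation: Percent inhibition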
UHRF1 MBD2 ctr: blocks human UHRF1 binding to methylated DNA | Q96T88 | UHRF1 binding to methylated oligo, TR-FRET | inhibition, % at 4.4 µM | 0.75% of 370,000 active | AID 687016; in the data active means inhibition above about 21%;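 further: UHRF1 SRA domain binding a hemimethylated CpG hairpin DNA probe; 0% = median of test compound wells and 100% = reference inhibitor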
proKLK7 act: activates the human kallikrein-7 zymogen; P49862; AID 652039; purified proKLK7, EDANS-DABCYL substrate fluorescence; 100% is mature enzyme control, 0% vehicle; 0.9% of 370,000 active; activation, % at 7 µM;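 active means activation above the mean of all tested compounds plus 3 SD, computed per campaign excluding outliers beyond control limits, cut at about 13% in these data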
Target sequence (P49862 whole entry, looked up): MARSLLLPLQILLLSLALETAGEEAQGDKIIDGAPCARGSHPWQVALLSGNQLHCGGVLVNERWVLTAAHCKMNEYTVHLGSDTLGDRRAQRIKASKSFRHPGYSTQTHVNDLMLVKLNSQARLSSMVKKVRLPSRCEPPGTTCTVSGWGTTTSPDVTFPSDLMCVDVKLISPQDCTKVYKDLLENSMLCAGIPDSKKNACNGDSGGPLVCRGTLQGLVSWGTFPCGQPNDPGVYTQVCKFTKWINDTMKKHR
SIAE primary: human SIAE inhibition, primary screen. SIAE FP-Rh probe binding, fluorescence polarization. inhibition, % at 9.66 µM. 0.69% of 370,000 active;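 active means inhibition above a cutoff: mean of compounds within the control limits plus 3 SD of those, cut at about 17% in these data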;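 further: 0% = plate median of compound wells and 100% = probe without SIAE protein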
TCR CD3 inh: blocks the human TCR-CD3 interaction; AID 651800; inhibition, % at 9.4 µM; TAMRA-labeled TCR probe fluorescence, biochemical; 0.37% of 360,000 active; in the data active means inhibition above about 19%;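 further: recombinant mutant TCR 2C K166C tagged with TAMRA read by polarization; 0% = receptor in buffer alone and 100% = receptor with positive control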
MBD2 DNA inh: MBD2-methylated oligo binding inhibition; Q9UBB5; AID 686964; inhibition, % at 4.4 µM; 0.31% of 370,000 active; TR-FRET, MBD2 binding to methylated oligonucleotide; in the data active means inhibition above about 13%
DDE Tn7 FP inh: inhibitors of Tn7 peptide binding to human fibrin DD(E); FP displacement of FITC-Tn7 peptide from fibrin DD(E); 0% = median of compound wells per plate; inhibition, % at 8.3 µM; 0.13% of 370,000 active;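 active means inhibition above the mean of compounds falling within the control limits plus 3 SD of them, cut at about 14% in these data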;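 further: 0% = plate median of compound wells and 100% = 10 µM Aha-Tn7 peptide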
Target sequence (P02675 whole entry, looked up): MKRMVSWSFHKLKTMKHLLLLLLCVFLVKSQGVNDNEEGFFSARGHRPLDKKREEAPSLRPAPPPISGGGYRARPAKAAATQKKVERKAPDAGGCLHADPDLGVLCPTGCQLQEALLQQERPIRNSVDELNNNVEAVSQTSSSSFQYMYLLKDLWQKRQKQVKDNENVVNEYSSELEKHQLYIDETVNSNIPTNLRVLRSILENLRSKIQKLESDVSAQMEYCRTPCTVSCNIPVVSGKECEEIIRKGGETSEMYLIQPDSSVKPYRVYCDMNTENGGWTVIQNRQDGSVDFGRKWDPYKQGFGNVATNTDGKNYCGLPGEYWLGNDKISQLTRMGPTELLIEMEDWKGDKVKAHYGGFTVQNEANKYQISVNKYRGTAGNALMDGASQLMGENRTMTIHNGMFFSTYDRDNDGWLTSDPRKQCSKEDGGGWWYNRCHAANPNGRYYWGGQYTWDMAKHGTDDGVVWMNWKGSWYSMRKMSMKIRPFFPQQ
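Assay system: human fibrin DD(E). Input: DD(E) 2 µM final. Medium: Tris buffer with calcium and detergent, pH 7.8. Compound dosing: single point at 8.3 µM. Timing: 10 min plus 3 h, room temperature. Technique: fluorescence polarization of the labelled Tn7 tracer. Read-out: percent inhibition. Replicates: singlicate testing.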
Tn6 DDE FP: disrupts Tn6 cyclic peptide binding to fibrin D-Dimer-E complex. P02675. Fibrin DD(E) TRITC-Tn6 fluorescence polarization displacement. inhibition, % at 8.3 µM. 0.21% of 370,000 active. AID 720509;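 active means inhibition above a per-campaign cutoff: mean of compounds within control limits plus 3 SD, cut at about 15% in these data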;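 further: 0% = median of all compound wells on the plate and 100% = blocking peptide control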
An asterisk follows results filed as active.

nr	Structure	LEDGF integ inh	PRMT1 inh	TDP2 inh	UHRF1 MBD2 ctr	proKLK7 act	SIAE primary	TCR CD3 inh	MBD2 DNA inh	DDE Tn7 FP inh	Tn6 DDE FP
1	O=C1CCC(CCC(=O)N2CCCC(C(=O)c3ccc(Cl)cc3)C2)=NN1 (configuration not stated)	6	-4	-9	-2	0.4	13	0	-8	1	4
2	O=C(CCc1nc2ccccc2c(=O)[nH]1)Nc1ccc(F)cc1	-1	0	4	0	0.0	0	1	-2	1	3
3	CC(=O)Nc1c(Cl)c2c(c(Cl)c1Br)-c1ccc(Cl)cc1C2	-4	-1	6	-1	-0.1	1	3	-2	-4	3
4	c1ccc(CN2CCC3(CCCc4ccccc43)CC2)cc1	4	-6	-13	3	0.5	1	-8	1	-6	-4
5	COc1ccc(OC)c(NC(=O)CSc2nnc(-c3ccco3)n2-c2ccccc2)c1	-3	1	6	1	0.1	6	-1	3	1	1
6	COc1ccccc1CC(=O)Nc1sc2c(c1C(N)=O)CCCC2	3	4	11	-5	-0.2	2	8	-3	-8	-2
7	O=C(Cn1nnc2ccccc2c1=O)N1CCCc2ccccc21	2	-2	12	-3	0.3	0	3	-2	-2	-1
8	O=C(c1cccc(Oc2ccc([N+](=O)[O-])cc2Cl)c1)N1CCCCC1	0	-2	-1	5	0.1	-3	9	2	3	2
9	COc1ccc(S(=O)(=O)N2CCOCC2)cc1NC(=O)CSc1nnc(NC2CC2)s1	0	-13	-10	3	-0.2	2	-12	-2	0	6
10	O=C(NCC1CCCCC1)C1(CC2CC(c3ccc(Cl)cc3)=NO2)CCNCC1 (configuration not stated)	-1	-1	7	-1	0.4	-6	2	0	-5	-3
11	CCOc1ccc(CN2CCNC(=O)C2CC(=O)NC2CCCCCC2)cc1 (configuration not stated)	0	2	9	-4	0.6	10	-4	2	6	2
12	O=C(NC(=S)Nc1ccc(O)cc1)c1cncc(Br)c1	5	12	-13	4	-0.5	-4	-3	1	-3	1
13	CSCCC(NC(=O)c1cc(S(=O)(=O)N2CCOCC2)ccc1C)c1nc2ccccc2[nH]1 (configuration not stated)	-5	1	2	1	0.9	-3	-8	3	4	-3
14	Cc1ccccc1NC(=O)CN1C(=O)c2ccccc2C1=O	1	-2	10	-2	0.8	-2	3	3	5	-5
15	Fc1ccc(Sc2nc(-c3ccccc3)nnc2C(F)(F)F)cc1	1	1	-6	5	0.4	-7	2	-1	1	-4
16	O=C(Nc1cccc2ncccc12)c1ccc(-c2ccc(Br)cc2)o1	3	25*	-2	-8	-0.6	1	-2	-3	-7	-11
17	CC(C)c1ccc(S(=O)(=O)N2CCC(C(=O)NCc3ccco3)CC2)cc1	-1	0	-17	-2	-0.1	-3	2	3	-2	4
18	CCCCCC(=O)N1C[C@@H](O)[C@H](n2cc(-c3ccc(F)cc3)nn2)C[C@@H]1c1ccccc1	-1	0	-2	-1	-0.1	0	-3	3	0	5
19	O=C(C1CCN(S(=O)(=O)c2ccccc2[N+](=O)[O-])CC1)N1CCOCC1	5	-4	13	1	-0.2	-3	1	1	12	5
20	O=C(c1ccco1)N1CCN(C(=O)c2ccccc2OC(=O)C23CC4CC(CC(C4)C2)C3)CC1	-1	1	-8	5	0.5	1	-2	0	-2	-7
21	CC(C)(C)c1ccc(OCC(=O)NCCN2CCCC2)cc1	-1	2	-12	3	0.1	10	-2	-6	7	6
22	O=C(O)/C(=C\c1ccc(C(F)(F)F)cc1)c1ccc(S(=O)(=O)N2CCCC2)s1	3	-2	9	1	-0.5	-10	-1	-4	-1	-2
23	CCCN1CCN(S(=O)(=O)c2ccc(-n3cnnn3)cc2)CC1	-1	-5	-12	2	-0.2	1	9	-7	-8	-4
24	COc1ccc(CN2c3cc(S(=O)(=O)N4CCOCC4)ccc3N3CCCC32)cc1 (configuration not stated)	-1	-3	7	0	-0.9	-7	9	3	-11	-1
25	COc1ccc(Cc2nc(C(=O)Nc3ccccc3)cs2)cc1	0	-1	5	-1	0.6	6	4	-2	-2	0
26	Cc1nc(CCNC(=O)C2CCC(=O)N(CCc3cccc(F)c3)C2)sc1C (configuration not stated)	-1	2	5	6	-0.6	-5	0	-1	1	13
27	C[C@H](O)[C@@H]1C(=O)N2CCc3ccc(-c4ccccc4)cc3[C@@H]2C[C@@H]1N(C)C(=S)Nc1ccc(F)cc1	-1	3	-5	3	0.1	1	-9	-2	1	-1
28	Cn1nc(C(F)(F)F)c(C#N)c1N1CCN(c2ccc(F)cc2)CC1	-2	0	-8	4	-0.4	4	0	-1	4	-4
29	CCCCC[C@H](C)N1C[C@H](COCc2ccccc2)Oc2cc(N3CC[C@@H](O)C3)ccc2S1(=O)=O	-2	-1	-5	0	0.3	-2	-4	0	-10	-1
30	CCc1cc2c(-n3nc(C)cc3C)ncnc2s1	3	-2	0	2	0.1	4	5	0	-2	5

nr	Structure	LEDGF integ inh	PRMT1 inh	TDP2 inh	UHRF1 MBD2 ctr	proKLK7 act	SIAE primary	TCR CD3 inh	MBD2 DNA inh	DDE Tn7 FP inh	Tn6 DDE FP
31	CC1CCc2c(sc(/N=C/N(C)C)c2C#N)C1 (configuration not stated)	4	-5	9	1	0.3	5	11	-4	-2	-4
32	Cc1ccc(CN2CCC[C@]3(N[C@H](c4ccc(C(F)(F)F)cc4)[C@@H]4C(=O)N(C)C(=O)[C@@H]43)C2=O)cc1	4	-1	1	0	0.4	1	-1	-2	7	-5
33	Cc1c(-c2ccccc2)n(O)c(-c2ccc(N(C)C)cc2)[n+]1[O-]	2	-3	-2	-1	5.8	1	-2	-6	-5	2
34	Cc1cc(C(F)(F)F)n2ncc(-c3cccc(Br)c3)c2n1	-2	4	8	2	0.2	-3	-7	3	5	1
35	CN(CC(=O)Nc1cccc(F)c1)C(=O)/C=C/c1cn(Cc2ccccc2)nc1-c1cccnc1	5	-1	3	-2	1.0	-17	6	0	-10	7
36	CCOC(=O)c1sc2nc(C)nc(NCCc3ccccn3)c2c1C	3	2	4	69*	-6.0	1	2	-6	1	3
37	CC(=O)Nc1ccc(S(=O)(=O)NCC2CC3CCC2C3)cc1 (configuration not stated)	4	-1	-3	3	0.0	9	-7	-1	9	-4
38	Cc1ccccc1OCC(O)Cn1c(NCc2ccccc2)nc2c1c(=O)[nH]c(=O)n2C (configuration not stated)	1	-1	10	-1	1.0	0	4	-1	3	13
39	CCC(C)(C)C1CCC2(CC1)NC(=S)N(c1ccccc1)N2 (configuration not stated)	0	0	-9	-1	-0.4	4	7	-2	4	3
40	CSCCC(c1nc2ccccc2[nH]1)n1c(/C=C/c2ccc(Cl)cc2)nc2ccccc21 (configuration not stated)	-3	3	0	3	0.3	1	0	0	-6	-8
41	COc1ccc(N2CCN(Cc3nc(-c4ccc(Cl)cc4Cl)no3)CC2)cc1	0	1	8	2	0.1	3	-2	1	5	4
42	COc1cc(/C=N/NC(=O)C(N)=O)ccc1OC(=O)c1cccs1	-8	1	-5	5	-0.7	-3	3	4	-1	4
43	COc1ccccc1C(=O)COC(=O)/C=C/c1ccccc1	4	-2	-9	-1	-0.3	-10	4	-8	2	-4
44	CCN(CC)C(=O)C1=C(C)N(CCCOC)C(=O)C(CC(=O)NC2CCCC2)C1 (configuration not stated)	-1	-1	2	-3	0.0	0	5	-4	-7	-2
45	Cc1cc(F)c(F)c(C(=O)NC2CC2)c1Cl	4	1	6	1	-0.3	4	0	-4	-5	-6

Compound activity as filed in PubChem.

The order is random, and some 4.6% of all compounds hit somewhere here.
